High-throughput results from PubChem.
Tcruzi prolif: T. cruzi proliferation inhibition | actives 5.9% (n = 77,000) | inhibition, % at 8.34 µM | T. cruzi beta-gal in NIH3T3, GalScreen luminescence, 90 h | AID 624255;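 active = mean inhibition above about 93%, with at least 55% of replicates each passing it, limit read from the data, passing the limit was not always enough; inconclusive = only one of those two conditions holds; inactive = neither condition holds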
C diff growth: C. difficile growth inhibition; Clostridium difficile clinical isolate growth, OD600, 24 h; hits give low values; growth activity, negative = inhibition, % at 16 µg/mL (by protocol); actives 0.25% (n = 86,000); AID 1259249;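 active = mean growth activity at or below -80% and every replicate also at or below -80%; inconclusive = mean at or below -80% but some replicate above -80%; inactive = mean growth activity above -80%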;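 note: 0% = DMSO wells and -100% = levofloxacin 16 µg/mL wells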
GASC1 inh: KDM4C (human) demethylase inhibition | GST-KDM4C 2-372, H3K9me3 peptide, LANCE TR-FRET | actives 0.15% (n = 96,000) | Q9H3R0 | inhibition, % at 12.5 µM;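 active = mean replicate inhibition above about 25%, with at least 55% of replicates also reaching it, limit read from the data, passing the limit was not always enough; inconclusive = only one of those two conditions met; inactive = neither condition met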
Target sequence (Q9H3R0 2-372 limits assumed): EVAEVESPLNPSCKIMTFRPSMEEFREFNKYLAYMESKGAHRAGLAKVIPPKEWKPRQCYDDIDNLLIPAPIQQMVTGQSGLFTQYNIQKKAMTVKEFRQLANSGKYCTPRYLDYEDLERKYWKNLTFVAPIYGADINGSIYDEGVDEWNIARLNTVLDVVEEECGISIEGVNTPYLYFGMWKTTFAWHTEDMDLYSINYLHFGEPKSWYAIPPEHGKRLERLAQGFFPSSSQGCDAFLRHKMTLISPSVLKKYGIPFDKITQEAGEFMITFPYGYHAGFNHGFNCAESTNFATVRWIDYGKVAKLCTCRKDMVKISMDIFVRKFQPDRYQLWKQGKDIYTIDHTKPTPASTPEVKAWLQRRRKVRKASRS
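Test system – GST-tagged GASC-1 (JMJD2C) catalytic fragment, aa 2-372 · Medium – HEPES buffer, pH 7.5, plus ascorbate · Reagent – H3K9me3 peptide with Fe(II)/2OG · Compound – one test concentration per compound · Timing – 30 min reaction, 60 min detection, RT · Technique – TR-FRET with Eu antibody and ULight streptavidin, EDTA stop · Read-out basis – inhibition from TR-FRET ratio decrease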
Pf Dd2 inh: P. falciparum Dd2 growth inhibition. SYBR Green, 72 h; hits give low values. activity change, % at 10 µM. actives 2.3% (n = 94,000). AID 1159554; in the data active = activity change below about -80%; inconclusive = no clear call, values can overlap the other calls
Starred values were filed as active, the others as inactive; ? = inconclusive; nt = not tested or not shown; & = joins results of further samples.

Values run as follows: Tcruzi prolif, C diff growth, GASC1 inh, Pf Dd2 inh
> Cc1ccc(S(=O)(=O)NCC[C@@H]2CC[C@@H](NC(=O)c3cnccn3)[C@@H](CO)O2)cc1
    94, nt, -1.8, -1
> C[C@H]1CN([C@@H](C)CO)C(=O)c2cc(NS(C)(=O)=O)ccc2O[C@H]1CN(C)CC1CC1
    -23, 5, -0.8, 50
> Cc1noc(C)c1S(=O)(=O)Nc1cccc2c1O[C@@H](CN(C)C(=O)Nc1ccc3c(c1)OCO3)[C@@H](C)CN([C@@H](C)CO)C2=O
    2, nt, 0.3, -21
> COCC#Cc1ccc2c(c1)O[C@@H](CN(C)C(=O)C1CCC1)[C@@H](C)CN([C@H](C)CO)S2(=O)=O
    24, 2, 0.3, -25
> O=C(NCc1ccc(F)cc1)[C@@H]1[C@@H](CO)[C@@H]2Cn3c(cccc3=O)[C@@H]2N1CC1CC1
    25, -2, -0.9, -5
> O=C(c1cccc(F)c1)N1C[C@@H]2[C@H](c3ccccc31)[C@@H](CO)N2C(=O)Cc1ccccc1
    -26, 1, 1.0, -13
> COCC#Cc1cnc2c(c1)C(=O)N([C@H](C)CO)C[C@@H](C)[C@H](CN(C)C(=O)c1cccnc1)O2
    -12, 1, -1.6, 38
> C[C@@H]1CN([C@@H](C)CO)C(=O)c2cc(NC(=O)Cc3ccccc3)ccc2O[C@@H](C)CCCCO[C@H]1CN(C)C(=O)C1CCCCC1
    16, -2, 1.0, -56
> C[C@@H]1CN([C@H](C)CO)C(=O)c2cccc(NC(=O)c3ccc(-c4nccs4)cc3)c2O[C@H]1CN(C)C(=O)Nc1cccc2ccccc12
    -127, -1, 0.1, 4
> C[C@H](CO)N1C[C@H](C)[C@@H](CN(C)S(=O)(=O)c2cn(C)cn2)Oc2c(cccc2N(C)C)C1=O
    6, 4, -1.1, -23
> CN1C(=O)c2cc(NC(=O)Nc3cccc(Cl)c3)ccc2OC[C@@H]2O[C@@H](CC(=O)O)CC[C@H]21
    13, 0, 4.7, 15
> C[C@H]1CN([C@@H](C)CO)C(=O)Cc2cc(NC(=O)C3CCCCC3)ccc2O[C@H]1CN(C)C(=O)Nc1ccccc1
    51, 1, 0.5, -3
> C[C@@H]1CN([C@H](C)CO)C(=O)c2cc(NS(=O)(=O)c3ccccc3)ccc2O[C@@H](C)CCCCO[C@H]1CN(C)C(=O)Nc1ccc2c(c1)OCO2
    0, -1, 0.7, -32
> C/C=C/c1cnc2c(c1)C(=O)N([C@H](C)CO)C[C@H](C)[C@H](CN(C)C(=O)Cc1ccccn1)O2
    nt, -1, 6.0, 6
> CN1C(=O)c2cc(NC(=O)Nc3ccccc3F)ccc2OC[C@@H]2O[C@H](CC(=O)O)CC[C@@H]21
    -12, -1, 2.2, 2
> COc1ccc(C#Cc2cnc3c(c2)C(=O)N([C@H](C)CO)C[C@H](C)[C@H](CN(C)C)O3)cc1
    101*, 0, 22, -59
> COc1cccc(S(=O)(=O)Nc2ccc3c(c2)[C@H]2C[C@@H](CC(=O)NCc4ccc(Cl)cc4)O[C@H](CO)[C@H]2O3)c1
    83, nt, -4.9, -16
> O=C(NCc1cc(F)cc(F)c1)[C@H]1[C@H](CO)[C@H]2Cn3c(cccc3=O)[C@@H]1N2C(=O)c1cnccn1
    32, -3, 0.7, nt
> C[C@H]1CN([C@@H](C)CO)S(=O)(=O)c2ccc(C#CC3(O)CCCC3)cc2O[C@@H]1CN(C)C(=O)Nc1ccc(F)cc1
    -13, -6, 0.0, -43
> O=C(C[C@H]1CC[C@@H]2[C@H](COC[C@@H](O)CN2Cc2cccc(-c3ccncc3)c2)O1)N1CCOCC1
    65, 2&-4, 1.1, 16
> CC(C)NC(=O)N1Cc2cc(C(=O)NC3Cc4ccccc4C3)nc(-c3cccc(-c4cccnc4)c3)c2[C@H]1CCO
    80, 4, -4.1, nt
> C[C@@H]1CN([C@@H](C)CO)C(=O)c2cc(NS(=O)(=O)c3ccc(F)cc3)ccc2O[C@H]1CN(C)C(=O)Nc1cccc2ccccc12
    33, -8, -1.1, -26
> CO[C@@H]1CN(C)C(=O)c2ccc(NC(=O)c3ccc4c(c3)OCO4)cc2OC[C@H](C)NC[C@H]1C
    -60, nt, 1.3, -2
> COc1cccc(C#Cc2ccc([C@H]3[C@@H](CO)N4C(=O)CN(S(=O)(=O)c5ccccc5C)C[C@@H]34)cc2)c1
    nt, 6, -3.7, -8
> C[C@@H]1CN([C@H](C)CO)C(=O)CCCn2cc(nn2)CO[C@H]1CN(C)C(=O)Oc1ccccc1
    -11&19, -2, 1.1, 12&-11
> COc1ccc2c3c([nH]c2c1)[C@@H](CO)N(Cc1ccc(F)cc1)CC31CCN(C)CC1
    nt, 6, 0.5, -64
> CCc1nc(N2[C@H](C#N)[C@H](c3ccccc3-c3ccccc3F)[C@H]2CO)sc1C
    nt, -5, -4.0, -86*
> COc1ccc(-c2ccc([C@H]3[C@H](C#N)N(C(=O)C4CCC4)[C@H]3CO)cc2)cc1
    83, -2, -3.0, -13
> COc1ccc2c3c(n(C)c2c1)[C@@H](CO)N(C)CC31CCN(CC2CC2)CC1
    nt, 3, -0.1, -70
> CCCNC(=O)C[C@H]1CC[C@H]2[C@@H](COC[C@@H](O)CN2C(=O)c2cccnc2)O1
    10, -2&-2, 1.5, 9

In the list so far, these have a COOH group.
Values run as follows: Tcruzi prolif, C diff growth, GASC1 inh, Pf Dd2 inh
> CN1C(=O)c2cc(NC(=O)Nc3cccc(Cl)c3)ccc2OC[C@@H]2O[C@@H](CC(=O)O)CC[C@H]21
    13, 0, 4.7, 15
> CN1C(=O)c2cc(NC(=O)Nc3ccccc3F)ccc2OC[C@@H]2O[C@H](CC(=O)O)CC[C@@H]21
    -12, -1, 2.2, 2

Back to the main list, starting 2 compounds before the break.
Values run as follows: Tcruzi prolif, C diff growth, GASC1 inh, Pf Dd2 inh
> COc1ccc2c3c(n(C)c2c1)[C@@H](CO)N(C)CC31CCN(CC2CC2)CC1
    nt, 3, -0.1, -70
> CCCNC(=O)C[C@H]1CC[C@H]2[C@@H](COC[C@@H](O)CN2C(=O)c2cccnc2)O1
    10, -2&-2, 1.5, 9
> Cc1noc(C)c1S(=O)(=O)Nc1cccc2c1O[C@@H](CN(C)Cc1ccc(C(=O)O)cc1)[C@@H](C)CN([C@H](C)CO)C2=O
    24, -1, 11, -5
> C[C@H]1CN([C@@H](C)CO)C(=O)c2c(c3ccccc3n2C)-c2ccccc2CO[C@@H]1CN(C)C(=O)[C@@H](Cc1ccccc1)N(C)C
    -9, -9, -0.1, -15
> Cc1noc(C)c1NC(=O)Nc1ccc2c(c1)CC(=O)N([C@H](C)CO)C[C@@H](C)[C@H](CN(C)Cc1ccc(Oc3ccccc3)cc1)O2
    67, -9, -0.6, -5
> C[C@H]1CN([C@@H](C)CO)C(=O)Cc2cc(NC(=O)C3CC3)ccc2O[C@@H]1CN(C)C(=O)Nc1cccc2ccccc12
    20, -2, 1.9, 3
> C[C@@H]1CN([C@H](C)CO)C(=O)c2cc(-c3ccc(F)cc3)cnc2O[C@H]1CN(C)C(=O)c1ccccn1
    -8, -3, -1.3, 19
> N#C[C@@H]1[C@@H](c2ccc(C3=CCCC3)cc2)[C@@H](CO)N1C(=O)Cc1ccncc1
    58, -6, -4.4, 39
> C[C@H]1CN([C@@H](C)CO)S(=O)(=O)c2ccc(C3=CCCC3)cc2O[C@H]1CN(C)S(=O)(=O)c1cn(C)cn1
    -88, 0, 0.5, 31
> CC(C)NC(=O)N1Cc2cc(C(=O)NCC(F)(F)F)nc(-c3cccc(-c4cc5ccccc5o4)c3)c2[C@H]1CCO
    nt, 26, -9.7, -86*
> O=C(Cc1ccccc1)N1C[C@H]2[C@@H](c3ccccc31)[C@H](CO)N2C(=O)C1CCOCC1
    15, -6, -0.9, -2
> C[C@H](C(=O)N(C)C[C@@H]1OCc2ccccc2-c2ccccc2C(=O)N([C@H](C)CO)C[C@@H]1C)c1ccccc1
    -44, -4, 1.2, 12
> Cc1ccccc1S(=O)(=O)N1C[C@@H]2N[C@H](C1)C2c1ccc(/C=C/c2ccccc2)cc1 (some centres not stated)
    nt, -6, nt, -59
> C[C@H](CO)N1C[C@H](C)[C@H](CN(C)Cc2ccncc2)Oc2ncc(C#CCC3CCCC3)cc2C1=O
    89, 1, 1.8, -9
> COc1cccc(NC(=O)N2C[C@@H](O)COC[C@H]3O[C@@H](CC(=O)NC4Cc5ccccc5C4)CC[C@@H]32)c1
    -36, -1&-17, 2.0, -50
> C/C=C/c1ccc([C@H]2[C@@H](CO)N(C(=O)NC(C)C)[C@H]2CN(C)C(=O)CC)cc1
    18, 2, 0.7, 9
> COc1ccc2c3c(n(C)c2c1)[C@H](CO)N(CC1CCOCC1)CC31CCN(C(=O)Nc2ccccc2)CC1
    nt, 3, -2.1, -47
> O=C(C[C@@H]1C[C@@H]2c3cc(NC(=O)C4CCC4)ccc3O[C@@H]2[C@H](CO)O1)NCc1cccc(F)c1
    1, nt, 0.7, -13
> C[C@H]1CN([C@@H](C)CO)C(=O)c2cc(-c3cccnc3)cnc2O[C@H]1CN(C)C(=O)C1CCCCC1
    -53, -3, -0.9, 18
> Cc1noc(C)c1S(=O)(=O)N(C)C[C@@H]1Oc2ccc(NC(=O)Nc3ccc(C(F)(F)F)cc3)cc2CC(=O)N([C@H](C)CO)C[C@@H]1C
    50, 2, 9.5, -5
> O=C(O)[C@@H]1[C@@H](CO)[C@@H]2Cn3c(ccc(-c4ccccc4F)c3=O)[C@@H]2N1C(=O)c1cnccn1
    -12, 2, -0.4, nt
> COCC(=O)N1[C@@H]2CN(C(=O)NC(C)C)c3ccccc3[C@@H]2[C@@H]1CO
    13, 6, 0.6, -12
> C[C@H]1CN([C@@H](C)CO)C(=O)CCCn2cc(nn2)CO[C@H]1CN(C)C(=O)Nc1ccc(N2CCCCC2)cc1
    46, nt, 0.8, -16
> CCCNC(=O)C[C@@H]1CC[C@H]2[C@H](COc3ccc(NC(=O)Nc4c(C)noc4C)cc3C(=O)N2C)O1
    15, -1, -0.3, 1
> O=C(C[C@H]1CC[C@H]2[C@@H](COC[C@H](O)CN2S(=O)(=O)c2ccc(F)cc2)O1)NCC1CCCCC1
    22, 79&72, -0.2, nt
> CCCNC(=O)N1CC2(C1)CN(Cc1ccccc1)[C@@H](CO)c1[nH]c3cc(OC)ccc3c12
    nt, 5, -0.8, -33
> CCCNC(=O)N(C)C[C@@H]1Oc2ncc(C#Cc3ccccc3F)cc2C(=O)N([C@@H](C)CO)C[C@@H]1C
    46, -2, -3.0, -21
> CCS(=O)(=O)N1CC2(C1)[C@H](c1ccccc1)[C@@H](CO)N2C(=O)C1CC1
    nt, -1, 1.0, 9
> C[C@@H]1CCCCO[C@@H](CN(C)Cc2ccccc2)[C@@H](C)CN([C@@H](C)CO)C(=O)c2cc(NS(=O)(=O)c3ccc(F)cc3)ccc2O1
    54, 6, 8.9, -27
> CC(C)CC#Cc1ccc2c(c1)O[C@H](CN(C)CC1CCOCC1)[C@@H](C)CN([C@H](C)CO)S2(=O)=O
    120, 13, 0.2, -59
> C[C@@H]1CCCCO[C@@H](CN(C)Cc2ccc3c(c2)OCO3)[C@H](C)CN([C@H](C)CO)C(=O)c2cc(NC(=O)Nc3ccccc3)ccc2O1
    ?, 14, -1.2, -79
> COc1ccc(NC(=O)N2CC3(C2)CN(C(=O)c2cccnc2)[C@@H](CO)c2[nH]c4cc(OC)ccc4c23)cc1
    nt, 51, -1.7, -1
> CCC(=O)N1CC2(C1)CN(Cc1cccc(OC)c1)[C@@H](CO)c1[nH]c3cc(OC)ccc3c12
    nt, -5, -0.8, -80
> COc1ccc(NC(=O)Nc2ccc3c(c2)C(=O)N([C@@H](C)CO)C[C@H](C)[C@@H](CN(C)Cc2ccc(C(F)(F)F)cc2)OCCCC[C@@H](C)O3)cc1
    66, 5, -1.8, -91*
> CN(C)C(=O)[C@H]1[C@H](CO)[C@H]2Cn3c(ccc(-c4cccc(F)c4)c3=O)[C@@H]1N2Cc1ccccc1
    78, -9, -0.5, nt
> COc1ccc(S(=O)(=O)Nc2ccc3c(c2)C(=O)N([C@@H](C)CO)C[C@H](C)[C@@H](CN(C)C(=O)Nc2ccc(F)cc2)O3)cc1
    26, -3, -2.2, -7
> C[C@H](NC(=O)C[C@@H]1CC[C@@H](NC(=O)Nc2ccc3c(c2)OCO3)[C@H](CO)O1)c1ccccc1
    23, nt, 0.9, 2
> Cc1ccc(S(=O)(=O)Nc2ccc3c(c2)C(=O)N([C@H](C)CO)C[C@H](C)[C@H](CN(C)Cc2ccc(C(=O)O)cc2)OCCCC[C@H](C)O3)cc1
    nt, nt, 0.3, 36
> COc1ccc(NC(=O)Nc2ccc3c(c2)CC(=O)N([C@H](C)CO)C[C@H](C)[C@H](CN(C)S(=O)(=O)c2ccc(Cl)cc2)O3)cc1
    5, 8, -0.1, -14
